Screening data deposited in PubChem by National Center for Advancing Translational Sciences (NCATS).
DRD3 antagonist = D3 dopamine receptor (human) antagonism | D3R cells, DiscoveRx beta-arrestin luminescence, antagonist mode; active compounds read low | 2.5% of 360,000 active | max response, negative = inhibition, %; in the data active = max response below about -50%; inconclusive = no clear call, values can overlap the other calls; note: % is set by controls: 0 for no effect and ±100 for the full control effect; mostly tested at two doses, the higher about 12 µM
Target sequence (P35462 whole entry, looked up): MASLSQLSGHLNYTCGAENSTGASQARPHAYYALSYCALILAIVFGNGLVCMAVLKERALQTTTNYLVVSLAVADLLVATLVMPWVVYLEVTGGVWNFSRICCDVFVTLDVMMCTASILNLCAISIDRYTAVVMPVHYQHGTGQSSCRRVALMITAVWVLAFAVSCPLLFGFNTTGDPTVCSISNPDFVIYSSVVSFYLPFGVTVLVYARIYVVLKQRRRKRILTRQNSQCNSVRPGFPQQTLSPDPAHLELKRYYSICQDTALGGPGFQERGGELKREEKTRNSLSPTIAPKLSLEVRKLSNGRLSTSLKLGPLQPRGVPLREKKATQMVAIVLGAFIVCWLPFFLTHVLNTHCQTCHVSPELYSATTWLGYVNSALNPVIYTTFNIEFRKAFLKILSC
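Cells expressing the human receptor were seeded at 1500 cells/well, incubated overnight at 37 degrees C in 5% CO2, then exposed to library compounds with dopamine controls for 90 minutes at 37 degrees C before luminescent detection.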
EPAC2 antag = blocks human EPAC2 exchange factor. Q8WZA2. EPAC2 GEF exchange of Rap1B-BODIPY-GDP, fluorescence. Potency, µM (series often up to 114 µM), without a hit: at the top dose activity, negative = inhibition, most hits filed as inhibitors. 0.18% of 360,000 active; note: potency is the fitted concentration of half-maximal effect; % is set by controls: 0 for no effect and ±100 for the full control effect; nearly all actives have a fitted effect of over 45% in size; many of its hits are not listed in these tables
PTHR1 agonist = activates the human parathyroid hormone receptor PTHR1 | Q03431 | HEK293 GP2 PTHR1 cells, GloSensor cAMP luminescence, 1 h | Potency, µM (highest dose often 115 µM), for the others: top-dose activation, usual class: activators | 0.075% of 410,000 active; note: potency is the fitted concentration of half-maximal effect; nearly all actives have a fitted effect of over 55% in size; some results filed as inactive show a strong effect at the top dose; inactives centre near -15; many of its hits are not listed in these tables
Target sequence (Q03431 whole entry, looked up): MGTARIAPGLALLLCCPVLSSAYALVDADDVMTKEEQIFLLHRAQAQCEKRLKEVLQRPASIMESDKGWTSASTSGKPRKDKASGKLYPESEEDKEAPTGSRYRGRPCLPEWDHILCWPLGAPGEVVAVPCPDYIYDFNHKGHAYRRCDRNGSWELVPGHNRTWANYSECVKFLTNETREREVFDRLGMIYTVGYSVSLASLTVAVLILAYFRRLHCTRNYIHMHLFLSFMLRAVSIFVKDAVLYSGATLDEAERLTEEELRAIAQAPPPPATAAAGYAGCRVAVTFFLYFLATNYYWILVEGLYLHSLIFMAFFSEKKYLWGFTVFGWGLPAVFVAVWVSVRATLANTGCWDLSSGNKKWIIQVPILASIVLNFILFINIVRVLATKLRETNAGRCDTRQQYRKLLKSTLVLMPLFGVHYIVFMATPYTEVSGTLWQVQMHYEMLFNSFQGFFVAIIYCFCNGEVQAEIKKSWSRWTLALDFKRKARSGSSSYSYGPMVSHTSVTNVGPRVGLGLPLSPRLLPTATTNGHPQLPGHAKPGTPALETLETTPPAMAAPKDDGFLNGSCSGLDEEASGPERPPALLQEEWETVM
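HEK-293-derived GP2 cells expressing PTHR1 and a GloSensor cAMP reporter, 3,000/well, plated overnight, given luciferin plus IBMX (each 0.5 mM as added) for 1 h at 37 °C, then compound for 1 h at 37 °C. Luminescence was read after 15 min at room temperature.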
pAkt inh = inhibitors of Akt phosphorylation | Neuro2A IGF-stimulated pAkt S473 HTRF, 20 min; active compounds read low | activity change, % for hits at 50 µM | 0.32% of 360,000 active | AID 651550; in the data active = activity change below about -80%; inconclusive = mostly about -51% to -80%; note: % is set by controls: 0 for no effect and ±100 for the full control effect
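Single-point screen (50 µM final compound) in Neuro2A cells stimulated 20 min with 6 nM IGF at 37 deg C. After lysis, Ser473-phosphorylated Akt read by HTRF (ex 330 nm, em 615/665 nm) as the 665/615 ratio.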
DRD3 agonist = agonists of human D3 dopamine receptor | 0.58% of 410,000 active | P35462 | max activation, % | D3R DiscoveRx beta-arrestin cells, luminescence, 90 min; in the data active = max activation above about 30%; note: 0% is about no effect; mostly tested at two doses, the higher about 12 µM
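Agonist mode: compounds and dopamine controls were applied to plated cells for 90 min at 37 degrees C after an overnight attachment at 1500 cells/well. Luminescent read-out followed 30 - 60 minutes at room temperature with DiscoveRx detection reagent.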
CCT modulator = modulators of cytosolic chaperonin (CCT/TRiC) activity. purified chaperonin ATPase assay, HTRF ADP detection, 30 min. activity change, % (no concentration beside the values), hits read low. 0.3% of 360,000 active. AID 651819; in the data active = activity change below about -30%; note: % is set by controls: 0 for no effect and ±100 for the full control effect
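First, chaperonin was dispensed at 40 nM or 20 nM final depending on batch activity. Next, compounds were pinned at 76 uM and ATP added at 10 uM. After 30 min at 37 °C, ADP detection reagents ran 30 min at ambient temperature.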
EPAC2 ag = agonists of human EPAC2 (RAPGEF4). Potency, µM (top dose mostly 154 µM), for the others: at the highest dose activation, usual class: activators. EPAC2 activation, biochemical qHTS; response scale: 100% = 6.5 mM cAMP response. AID 720711. 0.079% of 360,000 active. Q8WZA2; note: potency is the fitted concentration of half-maximal effect; nearly all actives have a fitted effect of over 50% in size
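Readout is BODIPY fluorescence (480 nm excitation, 540 nm emission), which falls as labeled GDP is exchanged off Rap1B. EPAC2 at 100 nM acted on 250 nM RAP1B-BODIPY-GDP with 50 uM GDP present.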
MmCpn inh = blocks the Methanococcus maripaludis chaperonin Mm-Cpn; purified Mm-Cpn ATPase, ADP Transcreener TR-FRET; Potency, µM (doses to about 76.9 µM), without a hit: top-dose activity, negative = inhibition, actives largely listed as inhibitors; 0.031% of 330,000 active; note: potency is the fitted concentration of half-maximal effect; % is set by controls: 0 for no effect and ±100 for the full control effect; nearly all actives have a fitted effect of over 80% in size
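Compound-treated chaperonin, 25 nM final, turns over 10 uM ATP at 37°C for 30 min following a 10 min preincubation; ADP generated competes with ADP-d2 for Eu-cryptate antibody, lowering FRET.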
Active calls of the source: *; i = inactive; ? = inconclusive; . = not tested or not shown; & = joins results of further samples; [ ] = another dose, or the depositor's remark. Unless noted, calls come from the whole dose curve; as a rule, active = well fitted curve in the direction sought with a large enough effect; inconclusive = small, poorly fitted or top-dose-only effect, or another doubt; inactive = no such curve, though single readings can be large; an effect the other way counts as inactive or inconclusive.

cpd	structure	DRD3 antagonist	EPAC2 antag	PTHR1 agonist	pAkt inh
1	COc1ccc(N2CC(C(=O)Nc3nc4ccc(OC)cc4s3)CC2=O)cc1 (stereo not drawn)	-7	-11%	i	i
2	Cc1ccccc1NC(=O)c1c([N+](=O)[O-])cnn1C	-2	4%	?	i
3	CCC(c1nnnn1CS(=O)(=O)c1ccc(C)cc1)N1CCC(C(N)=O)CC1 (stereo not drawn)	-13	21%	i	i
4	CNC(=S)NN(c1ccccc1)c1ccccc1	-14	-2%	i	i
5	Cc1cc(C(F)(F)F)n(-c2nc(C(=O)Nc3cccnc3)cs2)n1	16	6%	-22%	i
6	O=C(O)c1ccc(COc2ccc3ccccc3c2)o1	1	0%	-27%	i
7	COc1ccc(Nc2nc(C(C)(C)C)nc3c2nnn3Cc2ccccc2Cl)cc1OC	-14	-5%	-6%[57.5 µM]	i
8	CC(OC(=O)CCCOc1ccccc1)C(=O)NC(N)=O (stereo not drawn)	20	3%	i	i
9	Cc1ccc(N(CC(=O)N2CCOCC2)S(C)(=O)=O)cc1Cl	2	2%	-15%	i
10	Cc1ccc(S(=O)(=O)N2CCCN(S(=O)(=O)c3ccc4ccccc4c3)CC2)cc1	21	0%	i	i

cpd	DRD3 agonist	CCT modulator	EPAC2 ag	MmCpn inh
1	0	-3.3	10%	2%
2	-9	-1.6	13%	0%
3	-17	-0.9	5%	3%
4	-17	-2.0	4%	1%
5	5	-4.6	-3%	-2%
6	3	-3.0	4%	-1%
7	3	-0.1	9%	.
8	-2	-0.5	4%	-2%
9	1	-4.4	10%	2%
10	1	-1.3	9%	-1%

Record cards (already shown).
Cc1ccccc1NC(=O)c1c([N+](=O)[O-])cnn1C is listed with DRD3 antagonist: -2; EPAC2 antag: 4%; PTHR1 agonist: ?; pAkt inh: i; DRD3 agonist: -9; CCT modulator: -1.6; EPAC2 ag: 13%; MmCpn inh: 0%
O=C(O)c1ccc(COc2ccc3ccccc3c2)o1 is listed with DRD3 antagonist: 1; EPAC2 antag: 0%; PTHR1 agonist: -27%; pAkt inh: i; DRD3 agonist: 3; CCT modulator: -3.0; EPAC2 ag: 4%; MmCpn inh: -1%

Carrying on:
cpd	structure	DRD3 antagonist	EPAC2 antag	PTHR1 agonist	pAkt inh
11	O=C(COc1ccccc1[N+](=O)[O-])OC1CCS(=O)(=O)C1 (stereo not drawn)	-16	10%	i	i
12	CSS(=O)(=O)c1cccc2cccnc12	-9	0%	i	i
13	CC(C)[C@@H]1COC(c2cccc(C3=N[C@H](C(C)C)CO3)n2)=N1	19	9%	i	i
14	Cc1cc(-c2ccc(C)c(S(=O)(=O)NCC3CCN(Cc4ccc(F)cc4)CC3)c2)on1	-17	-10%	?	i
15	O=C(COn1nnc2ccc(S(=O)(=O)N3CCOCC3)cc21)NCCc1ccccc1	7	-25%	10%	i
16	CCOC(=O)CNC(=O)c1nn(-c2ccc(OCC)cc2)c(=O)c2ccccc12	0	-6%	-3%	i
17	CCc1nnc(NC(=O)C(NC(=O)c2ccccc2Cl)C(C)C)s1 (stereo not drawn)	-23	-1%	-3%	i
18	COc1ccc(CN2CCN(C(=O)CN3C(=O)C4C5C=CC(C5)C4C3=O)CC2)c(OC)c1OC (stereo not drawn)	14	18%	-69%[inhibitor]	i
19	NC(=S)NN=C1Cc2cccc3cccc1c23	?	13%	i	i
20	CCOC(=O)C1CCN(C(=O)COC(=O)c2cccc(NS(=O)(=O)c3ccccc3)c2)CC1	15	?	-18%	i

cpd	DRD3 agonist	CCT modulator	EPAC2 ag	MmCpn inh
11	9	-0.1	5%	-1%
12	0	0.5	2%	1%
13	14	-0.2	4%	0%
14	-12&-26	-0.5	-2%	0%
15	-1	0.2	9%	2%
16	-7	0.4	3%	-4%
17	0	-2.2	14%	-14%
18	1	-2.1	6%	1%
19	-1	-4.0	9%	.
20	6	-10	-14%	.

cpd	structure	DRD3 antagonist	EPAC2 antag	PTHR1 agonist	pAkt inh
21	Cc1ccc(CCn2c3c(c4ccccc42)CN(C)CC3)cn1	?	17%	-5%[57.5 µM]	i
22	Cc1ccc(NC(=O)CCN2C(=O)OC(C)(C)C2(C)O)cc1 (stereo not drawn)	7	-6%	i	i
23	CC(=O)c1c(C)n(-c2ccc(C)cc2C)c2ccc(O)cc12	-6	5%	-11%	i
24	COc1ccc(NC(=O)c2ccc3c(c2)C(=O)N(Cc2ccncc2)C3=O)cc1S(N)(=O)=O	-6	5%	i	i
25	CC(CCc1ccco1)NC(=O)CCc1nnc2ccc(NCc3ccccc3Cl)nn12 (stereo not drawn)	-3	14%	-10%	.
26	O=C1CSC(c2ccccc2)N1c1ccc(F)cc1F (stereo not drawn)	5	-7%	i	i
27	CCOC(=O)C1=C(N)OC2=C(C(=O)CCC2)C1c1sccc1C (stereo not drawn)	11	?	-22%	i
28	N#Cc1cccc(NC(=O)CN2C(=O)NC3(CCCCCC3)C2=O)c1	8	-5%	i	i
29	CC(Sc1nnc2n1CCCCC2)C(=O)Nc1cccc(S(=O)(=O)N2CCOCC2)c1 (stereo not drawn)	0	1%	i	i
30	Cc1ccc(NC(=O)Cn2cc(C=O)c3ccccc32)cc1	2	1%	-17%	i

cpd	DRD3 agonist	CCT modulator	EPAC2 ag	MmCpn inh
21	-30	2.8	7%	0%
22	8	-1.5	-3%	-3%
23	-2	1.1	3%	-2%
24	4	0.9	-1%	0%
25	-3	-0.1	-1%	3%
26	-8	-2.3	6%	1%
27	4	0.1	-3%	0%
28	-3	-1.1	-1%	1%
29	-4	-6.0	11%	-6%
30	7	0.7	7%	-3%

Looked up by compound from the entries so far:
cpd	structure	DRD3 antagonist	EPAC2 antag	PTHR1 agonist	pAkt inh
30	Cc1ccc(NC(=O)Cn2cc(C=O)c3ccccc32)cc1	2	1%	-17%	i
23	CC(=O)c1c(C)n(-c2ccc(C)cc2C)c2ccc(O)cc12	-6	5%	-11%	i
27	CCOC(=O)C1=C(N)OC2=C(C(=O)CCC2)C1c1sccc1C (stereo not drawn)	11	?	-22%	i

cpd	DRD3 agonist	CCT modulator	EPAC2 ag	MmCpn inh
30	7	0.7	7%	-3%
23	-2	1.1	3%	-2%
27	4	0.1	-3%	0%

Later entries
cpd	structure	DRD3 antagonist	EPAC2 antag	PTHR1 agonist	pAkt inh
31	COc1ccc(NC(=O)/C(=C\c2ccc(F)cc2)NC(=O)c2ccco2)cc1	0	0%	12%	i
32	CCNC(=O)C1CC(=O)N(Cc2ccc3c(c2)OCO3)C(=Nc2ccc(OCC)cc2)S1 (stereo not drawn)	2	10%	i	i
33	O=C(COc1cccc2c1CCN(Cc1ccc(Cl)cc1)C2=O)N1CCOCC1	8	0%	-82%[inhibitor]	i
34	COc1cccc(/C=N/NC(=O)Cn2nc(C)c([N+](=O)[O-])c2C)c1O	-13	0%	-7%	i
35	CCOC(=O)C1CCN(C(=O)CCn2c(=O)[nH]c3ccccc3c2=O)CC1	-15	-3%	i	i
36	O=C(Nc1ccc2c(c1)CN(Cc1ccco1)CC2)C1CCCO1 (stereo not drawn)	7	9%	i	i
37	S=C(Nc1ccc2nsnc2c1)N1CCCCC1	-15	-5%	-28%	i
38	CSCC[C@H](NC(=O)Nc1cccc(Br)c1)C(=O)O	-7	1%	i	i
39	CC(=O)c1cccc(NS(=O)(=O)c2cc3c(cc2C)NC(=O)CO3)c1	5	-9%	i	i
40	CCOc1ccccc1N1CCN(C(=O)CCCN2C(=O)c3cccc4cccc(c34)C2=O)CC1	7	4%	i	i

cpd	DRD3 agonist	CCT modulator	EPAC2 ag	MmCpn inh
31	-7	-4.0	13%	4%
32	-4	3.2	-6%	3%
33	-5	-1.9	-5%	-1%
34	-2	-1.0	-10%	-1%
35	1	-0.8	4%	-1%
36	1	1.1	-6%	-1%
37	-3	0.3	10%	-11%
38	12	-2.2	-2%	1%
39	3	1.8	-2%	3%
40	0	1.0	7%	4%

cpd	structure	DRD3 antagonist	EPAC2 antag	PTHR1 agonist	pAkt inh
41	O=C(COc1ccccc1[N+](=O)[O-])Nc1ccc(N2CCN(C(=O)c3cccs3)CC2)cc1	73	10%	-38%[inhibitor]	i
42	COc1ccc(CN2CCN(CCC(C)C)C(CCO)C2)cc1Cn1cncn1 (stereo not drawn)	-20	11%	-20%	i
43	COC(=O)c1cn(C(=O)c2ccc(Cl)cc2)c2ccccc12	-16	?	-20%	i
44	Cc1cc(C)c(C(=O)CN2C(=O)NC3(CCCCCC3)C2=O)cc1C	0	0%	i	i
45	COC(=O)c1[nH]c2ccc(Cl)cc2c1NC(=O)CN1CCC(C(N)=O)CC1	9	28%	i	i
46	Cc1ccccc1CSCCNC(=O)c1ccccc1	4	7%	-22%	i
47	COc1cc(/C=N/NC(=O)CSc2ccccn2)ccc1O	8	-5%	i	i
48	Cc1noc(C)c1COc1ccccc1C(=O)N(C)CC(=O)Nc1cccc(F)c1	6	19%	-5%	i
49	O=C(CN(Cc1ccco1)C(=O)c1ccc(F)cc1F)Nc1ccccc1C(F)(F)F	-14	-13%	i	i
50	Cc1ccccc1CN(C)C(=O)COC(=O)CSc1ccc([N+](=O)[O-])cc1	24	9%	i	i

cpd	DRD3 agonist	CCT modulator	EPAC2 ag	MmCpn inh
41	34*	1.8	-3%	0%
42	-4	-1.0	6%	2%
43	4	-0.3	11%	-2%
44	-14	-0.2	2%	1%
45	-8	0.1	5%	1%
46	-16	2.1	6%	-1%
47	-11	0.1	4%	0%
48	-1	2.7	4%	1%
49	-1	-9.1	1%	2%
50	-1	2.0	2%	-3%

cpd	structure	DRD3 antagonist	EPAC2 antag	PTHR1 agonist	pAkt inh
51	COc1ccc(NC(=O)c2cc(-c3cc(C)cc(C)c3O)n[nH]2)cc1Cl	1	-11%	-34%[inhibitor]	.
52	COCCNC(=O)CCc1c(C)nc2c(c(C)nn2-c2ccc(C)c(C)c2)c1C	13	0%	-30%[inhibitor]	i
53	C=CCOc1ccc(CNCc2cccnc2)cc1	16	4%	i	i
54	CCN1CCCc2cc(CN(CCN3CCOCC3)C(=S)Nc3cccc(Cl)c3)ccc21	-11	3%	i	i
55	COc1cccc(N(C(=O)c2snc(C(N)=O)c2N)C(C(=O)NCc2ccccc2)c2ccc(O)cc2)c1 (stereo not drawn)	26	5%	-12%	i

cpd	DRD3 agonist	CCT modulator	EPAC2 ag	MmCpn inh
51	10	-3.6	1%	1%
52	-1	1.9	-10%	2%
53	-1	1.6	8%	1%
54	-24	-1.1	17%	-2%
55	3	2.3	24%	-2%

These rows are one share of the data (hit frequency here may not be typical).
